# MEX-5 binding: C. elegans MEX-5 TCR-2 RNA binding activity | activity score (negative = inhibition of binding), % at 10 µM | MEX-5/FITC-TCR2 RNA binding, fluorescence polarization; active compounds read low | AID 1832 | hit rate 0.38% among 300,000;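 active means inhibition past about -25% in most replicates, and total fluorescence under double the plate's negative control median, limit read from the data; inconclusive means replicates evenly split on the limit, or fluorescence at least double controls; inactive means too little inhibition in most replicates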;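 further: 0% = DMSO and -100% = 5 µM competing unlabeled TCR2 RNA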
# MCL1 BIM primary: MCL1-BIM-BH3 interaction inhibition (human); AID 2057; GST-MCL1 / FITC-Bim-BH3 fluorescence polarization; hit rate 0.68% among 320,000; inhibition, % at 10.9 µM;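 active means inhibition above the mean inhibition of all tested compounds plus 3 SD, set per campaign, cut at about 40% in these data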;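 further: 0% = DMSO wells and 100% = unlabeled Bim-BH3 peptide control; higher means more loss of mP so more displacement of Bim peptide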
# Target sequence (Q07820 whole entry, looked up): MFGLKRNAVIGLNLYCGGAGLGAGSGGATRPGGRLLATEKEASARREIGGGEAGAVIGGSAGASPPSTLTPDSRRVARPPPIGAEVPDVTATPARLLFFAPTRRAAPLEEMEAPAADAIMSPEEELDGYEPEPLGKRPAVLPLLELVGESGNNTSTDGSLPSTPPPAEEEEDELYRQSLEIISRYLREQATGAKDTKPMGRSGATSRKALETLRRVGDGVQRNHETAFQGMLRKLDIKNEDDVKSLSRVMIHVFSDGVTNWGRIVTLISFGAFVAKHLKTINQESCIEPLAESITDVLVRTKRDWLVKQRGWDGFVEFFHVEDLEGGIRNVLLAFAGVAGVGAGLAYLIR
# GLD-1 TGE inh: GLD-1-TGE RNA interaction inhibition (C. elegans) | Q17339 | purified GLD-1 + fluorescein TGE RNA, fluorescence polarization | inhibition, % at 5.96 µM | hit rate 0.44% among 320,000 | AID 2280;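 active means percent inhibition above a per-plate cutoff, the plate mean of test compounds plus 3 SD, cut at about 30% in these data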;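 further: 0% = DMSO wells with GLD-1 and probe and 100% = wells lacking GLD-1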
# Target sequence (Q17339 whole entry, looked up): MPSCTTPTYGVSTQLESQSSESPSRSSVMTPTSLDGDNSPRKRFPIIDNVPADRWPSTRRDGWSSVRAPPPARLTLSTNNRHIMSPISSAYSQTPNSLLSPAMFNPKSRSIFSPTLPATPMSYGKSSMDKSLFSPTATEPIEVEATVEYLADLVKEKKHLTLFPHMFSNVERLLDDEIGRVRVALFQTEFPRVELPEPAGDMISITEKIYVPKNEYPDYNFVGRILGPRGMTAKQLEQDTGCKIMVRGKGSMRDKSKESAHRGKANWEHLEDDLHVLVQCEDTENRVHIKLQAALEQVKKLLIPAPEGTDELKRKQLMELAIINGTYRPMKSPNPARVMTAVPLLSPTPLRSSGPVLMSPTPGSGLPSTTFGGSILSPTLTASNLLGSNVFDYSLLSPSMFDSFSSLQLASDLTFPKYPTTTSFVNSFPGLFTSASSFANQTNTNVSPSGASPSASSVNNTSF
# GRK2 aptamer HTS: inhibitors of human GRK2 displacing RNA aptamer; P25098; bead flow cytometry, FAM-aptamer displacement from GRK2; inhibition of aptamer binding, % at 10 µM; hit rate 0.59% among 330,000; AID 488847;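 active means inhibition of aptamer binding above 40%, roughly 3 SD of noise, on plates passing a quality check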;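 further: median bead fluorescence of bound FAM aptamer so fluorescent compounds give negative values; no value below 0 was filed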
# CIT2-GFP yeast: alters CIT2-GFP fluorescence in TOR pathway yeast screen. S. cerevisiae CIT2-GFP strain, flow cytometry, 3 h; 100 means same as DMSO wells. GFP response vs DMSO, % at 10 µM. hit rate 0.065% among 320,000. AID 2029;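 active means GFP response relative to DMSO above a set limit, near the screen mean plus 3 SD, cut at about 150% in these data; inconclusive means Fewer than 70 cells measured for a yeast strain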;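 further: ratio of well median GFP fluorescence to mean of DMSO wells on the plate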
# AGP1-GFP MLPCN: yeast TOR pathway AGP1-GFP modulation. S. cerevisiae AGP1-GFP multiplex flow cytometry, 3 h; GFP as percent of DMSO wells. hit rate 0.02% among 320,000. GFP response vs DMSO, % at 10 µM;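 active means GFP response relative to DMSO above a set limit, near screen average plus 3 SD, cut at about 150% in these data; inconclusive means fewer than 70 cells counted for the yeast strain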;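 further: median GFP channel fluorescence of the gated AGP1 strain per well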
# VLA-4 inh: inhibition in a human VLA-4 binding assay; P13612; inhibition, % (about 7 µM as worked out from the volumes in the protocol); VLA-4 expressing cells, ligand binding flow cytometry; AID 2557; hit rate 0.2% among 330,000; in the data active means inhibition above about 50%
# Fam108B inh: Fam108B inhibition, counter-screen for RBBP9 inhibitors | recombinant Fam108B, FP-Rh probe fluorescence polarization | inhibition, % at 9.51 µM | hit rate 0.33% among 300,000 | AID 1947;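 active means inhibition above the screen mean inhibition plus 3 SD, computed separately per campaign, cut at about 18% in these data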;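 further: inhibitors lower polarization as less probe binds the enzyme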
# BCLXL inh: Bcl-xL (human) inhibition; Q07817; GST-Bcl-xL / FITC-Bim BH3 peptide fluorescence polarization; inhibition, % at 10.9 µM; hit rate 0.7% among 320,000; AID 2129;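 active means inhibition above the mean of all tested compounds plus 3 SD, cutoff set per campaign, cut at about 30% in these data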;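 further: 0% = DMSO wells and 100% = unlabeled Bim-BH3 peptide competitor; inhibitors lower millipolarization by displacing the labeled peptide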
# Target sequence (Q07817 whole entry, looked up): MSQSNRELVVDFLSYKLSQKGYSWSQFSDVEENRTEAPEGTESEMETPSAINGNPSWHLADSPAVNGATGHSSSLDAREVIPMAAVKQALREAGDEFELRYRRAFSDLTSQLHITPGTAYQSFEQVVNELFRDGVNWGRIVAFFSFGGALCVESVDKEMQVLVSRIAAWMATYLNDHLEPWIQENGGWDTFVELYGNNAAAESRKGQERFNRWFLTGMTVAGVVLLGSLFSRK
# * marks the source's active call; other numbers are inactive results; u = inconclusive; x = no result given; [ ] = another dose, or the depositor's remark. Rows are unselected; any-hit rate near 2.2%.
no.	Molecule	MEX-5 binding	MCL1 BIM primary	GLD-1 TGE inh	GRK2 aptamer HTS	CIT2-GFP yeast	AGP1-GFP MLPCN	VLA-4 inh	Fam108B inh	BCLXL inh
1	CCN1CCN(S(=O)(=O)c2ccc(OC)c(NC(=O)c3ccccc3F)c2)CC1	-1.9	8	3	0	83	94	-1	-3	6
2	O=C(Nc1ccc(CN2CCOCC2)cc1)c1cc2ccccc2o1	2.8	6	2	2	102	100	14	-5	8
3	COc1ccc(Nc2oc(COc3ccc(Cl)cc3)nc2C#N)cc1	1.2	-11	-6	1	92	98	2	12	-3
4	CC(Sc1nnc(Cc2cccs2)n1C1CCCCC1)C(=O)N1CCc2ccccc21 (stereo unspecified)	1.4	-1	10	0	99	99	0	-1	0
5	O=C(Nc1ccc(Nc2ccccc2)cc1)c1ccc(Cl)cc1	-0.6	-1	6	3	105	101	-2	1	6
6	COc1ccc2oc(C(=O)N3CCc4ccccc43)c(C)c2c1	-1.4	-3	1	0	u	u	-1	1	0
7	CC(=O)Oc1ccc2oc(=O)c3c(c2c1)CCCN3C(=O)CN1CCOCC1	-0.4	2	-2	0	96	90	8	1	3
8	CNC(=O)c1c(NC(=O)c2cccc(N3C(=O)CCC3=O)c2)sc2c1CCC2	-1.6	3	2	1	100	102	-1	0	0
9	Cc1ccc(CSc2nnc(-c3ccco3)n2N)cc1	-0.5	6	2	1	x	99	-6	1	3
10	O=C(/C=C/c1ccccc1)NC(=S)Nc1ccccc1C(=O)NC1CCCCC1	2.1	6	8	0	105	101	11	-2	4
11	COc1cc(/C=C2\SC(=O)N(CC(=O)Nc3ccccc3F)C2=O)cc(Cl)c1O	-1.1	-25	-76	2	110	100	-5	7	-14
12	CCN(CC(=O)Nc1ccccc1C(F)(F)F)C(=O)Cc1ccccc1	2.2	-14	13	4	99	92	5	-3	-7
13	CC1=C(C(=O)OC(C)C)C(c2ccc(Br)s2)NC(=O)N1C (stereo unspecified)	2.3	0	-3	1	105	117	8	5	5
14	CC(C)(C)n1nc2c(c1NC(=O)c1ccc(F)c(F)c1)CS(=O)(=O)C2	-1.1	1	5	0	114	102	5	1	-2
15	O=C(COC(=O)c1ccc(Cl)cc1[N+](=O)[O-])NNC(=O)c1cccs1	-3.3	-3	-2	3	102	106	-2	0	0
16	CC(C)(C)NC(=O)COC(=O)c1ccccc1Nc1ccc(SC(F)F)cc1	-1.5	6	8	4	111	115	11	6	6
17	C/C(=N\NC(=S)NCC(C)(C)C)c1cc(F)cc(F)c1O	-2.4	17	4	1	99	98	28	5	8
18	CN(Cc1ccccc1)C(=O)COc1ccc(N(C)S(=O)(=O)c2ccc(F)cc2)cc1	-0.6	0	7	2	111	101	22	7	-4
19	C=C(C)COc1ccc(-c2[nH]ncc2Oc2cccc(OC)c2)c(O)c1	1.1	6	6	2	89	93	9	1	5
20	COC(=O)c1ccc(OC)c(CSc2nnc(-c3ccc(C(C)(C)C)cc3)o2)c1	-0.5	4	5	1	82	96	16	-3	5
21	CN1CCc2c(sc(NC(=O)c3ccc4ccccc4c3)c2C(N)=O)C1	-92*	-29	-48	3	92	87	0	-2	-17
22	O=S(=O)(/N=C(/Nc1cccc2ccccc12)c1ccc(F)cc1)c1ccccc1	1.7	5	4	0	102	99	6	-5	6
23	COCCNC(=O)/C(C#N)=C/c1c(N2CCN(C)CC2)nc2c(C)cccn2c1=O	-2.5	6	-4	0	99	104	3	-2	6
24	N#Cc1ccc(COC(=O)CC(NC(N)=O)c2ccc(Cl)cc2)cc1 (stereo unspecified)	4.1	-1	-4	3	98	97	11	1	1

# The last 6 entries of the section above open the next one:
no.	Molecule	MEX-5 binding	MCL1 BIM primary	GLD-1 TGE inh	GRK2 aptamer HTS	CIT2-GFP yeast	AGP1-GFP MLPCN	VLA-4 inh	Fam108B inh	BCLXL inh
19	C=C(C)COc1ccc(-c2[nH]ncc2Oc2cccc(OC)c2)c(O)c1	1.1	6	6	2	89	93	9	1	5
20	COC(=O)c1ccc(OC)c(CSc2nnc(-c3ccc(C(C)(C)C)cc3)o2)c1	-0.5	4	5	1	82	96	16	-3	5
21	CN1CCc2c(sc(NC(=O)c3ccc4ccccc4c3)c2C(N)=O)C1	-92*	-29	-48	3	92	87	0	-2	-17
22	O=S(=O)(/N=C(/Nc1cccc2ccccc12)c1ccc(F)cc1)c1ccccc1	1.7	5	4	0	102	99	6	-5	6
23	COCCNC(=O)/C(C#N)=C/c1c(N2CCN(C)CC2)nc2c(C)cccn2c1=O	-2.5	6	-4	0	99	104	3	-2	6
24	N#Cc1ccc(COC(=O)CC(NC(N)=O)c2ccc(Cl)cc2)cc1 (stereo unspecified)	4.1	-1	-4	3	98	97	11	1	1
25	O=C(NCC1CCCO1)c1onc(CSc2ccc(F)c(F)c2)c1C(=O)O (stereo unspecified)	3.4	9	2	x	x	x	x	0	8
26	CCCc1cc(=O)oc2cc(C)cc(OCC(=O)Nc3cccnc3)c12	-3.1	1	5	4	91	28	-4	2	7
27	CCOC(=O)/C=C/COc1ccccc1[N+](=O)[O-]	1.0	-3	2	3	93	99	36	1	-2
28	C=CCN1C(=O)c2ccc(C(=O)N(C)CC(=O)Nc3ccc(OCC)c(OCC)c3)cc2C1=O	-0.5	-15	0	2	98	115	27	-2	-5
29	O=C(C1CC1)N1CCc2cc(S(=O)(=O)N3CCOCC3)ccc21	2.4	6	6	3	103	106	-8	3	7
30	Cc1cccc(OCC(O)CN2CCOCC2)c1 (stereo unspecified)	-1.9	x	x	1	100	99	1	x	x
31	COc1ccc(OC)c(S(=O)(=O)N2CCC(C(=O)Nc3cc(C)ccc3C)CC2)c1	1.2	-3	-1	0	99	100	7	1	4
32	O=C(COC(=O)Cc1cccc(C(F)(F)F)c1)NCc1ccco1	x	14	11	57*	85	99	10	x	7
33	Cc1ccsc1C(=O)NCc1ccc(F)cc1	0.6	4	3	0	94	98	21	5	3
34	O=C(Nc1ccc(NC(=O)C2CC2)nc1)c1cnccn1	0.4	18	4	0	107	103	17	3	7
35	Cc1cc2ncn(-c3ncnc4sc(C)c(C)c34)c2cc1C	1.9	9	-1	0	86	88	2	-3	11
36	Cc1ccnc(NC(=O)c2cccs2)c1	1.0	6	-6	0	109	107	-4	-3	6
37	COc1ccc(NC(=O)C2COc3ccccc3O2)cc1 (stereo unspecified)	3.2	-9	-1	x	94	88	19	-1	-3
38	COc1ccc2c3n([n+]([O-])c2c1)CCN=C3c1cc(Cl)c(N)c(Cl)c1	x	-5	13	0	96	99	0	1	2
39	Cc1ccc(C(=O)c2oc3nc(C)cc(C)c3c2N)cc1	-1.1	-4	7	0	84	96	8	6	5
40	Cc1cc(C)nc(Sc2c(C)nn(-c3ccccc3)c2C)n1	1.9	5	8	0	96	91	15	6	3
41	CC(=O)C1C(=O)c2c(cccc2[N+](=O)[O-])C1=Nc1ccccc1C (stereo unspecified)	-0.6	5	1	3	99	111	7	2	2
42	CCN1CCN(CCNC(=O)c2cn(C(C)c3ccccc3F)nn2)CC1 (stereo unspecified)	-1.3	3	-4	0	80	93	3	6	4
43	CCCCC1CCC(c2ccc(C(N)=O)cc2)CC1 (stereo unspecified)	-0.5	-8	-9	0	112	103	1	3	2
44	Cn1c(SCC(=O)NC2(C#N)CCCCC2)nnc1-c1cccnc1	1.8	7	5	0	98	103	0	3	5
45	Cc1ccc(CNC(=O)c2ccc(NS(=O)(=O)c3c(C)noc3C)cc2)cc1	-0.6	-6	-1	0	86	90	2	1	-1
46	CS(=O)(=O)N(CC(=O)NCCSC1CCCCC1)c1ccccc1	2.7	2	7	4	103	117	-5	7	4
47	Cc1cccc(C)c1NC(=O)C(C)N (stereo unspecified)	3.3	3	1	1	95	95	10	-4	-1
48	CC(C)(C)OC(=O)N1CCC(c2c(C(=O)O)cnn2-c2ccccc2)CC1	-1.2	5	4	1	105	105	4	0	1
49	COc1ccccc1-n1c(CNC(=O)c2ccc(S(=O)(=O)N3CCCCC3)cc2)n[nH]c1=S	-1.4	-13	4	0	93	103	0	2	-2
50	COc1ccc(OCCN2CCOCC2)cc1	-2.0	9	6	0	103	99	8	-4	3
51	CCO[C@@H]1OC(C(=O)O)=C[C@H](c2cn(C(C)=O)c3ccccc23)[C@H]1CCCO	1.7	5	-1	x	x	x	x	-1	4
52	COc1ccc(CCNC(=O)c2cccc(NC(=O)CC3SC(N4CCCCC4)=NC3=O)c2)cc1OC (stereo unspecified)	-0.2	6	1	0	104[may fluoresce green]	105[may fluoresce green]	4	2	1
53	COc1ccccc1CNC(=S)Nc1ccc(F)cc1	0.6	9	-7	0	96	93	10	-3	2
54	O=C(NCc1ccc2[nH]c3c(c2c1)CCCC3)c1ccc(S(=O)(=O)N2CCOCC2)cc1	2.2	-4	5	0	91	95	-3	0	3
55	c1ccc(Sc2ncnc3c2oc2ccccc23)cc1	0.3	8	2	4	105	106	15	-2	7
56	Cn1ncc(C(=O)N=S(C)(=O)c2ccccc2)c1[N+](=O)[O-] (stereo unspecified)	-0.5	-1	4	2	98	105	1	2	-4
57	COc1ccccc1CNC(=O)C1CC(=O)N(c2ccc(C)c(C)c2)C1 (stereo unspecified)	2.4	3	-3	0	101	98	-18	-5	6
58	O=C(c1ccco1)N1CCCC(c2ccccc2)C1 (stereo unspecified)	1.0	27	-7	3	93	97	-7	0	7
59	O=C(NCCCN1CCOCC1)c1ccc(CNS(=O)(=O)c2ccc(F)cc2)cc1	0.9	4	2	0	97	98	1	3	1
60	O=C1Nc2c(c(=O)[nH]c(=O)n2-c2ccc(F)cc2)C1(NS(=O)(=O)c1ccccc1)C(F)(F)F (stereo unspecified)	0.2	0	-5	1	102	96	8	0	0
61	Cc1ccc(S(=O)(=O)Nc2cc3c(cc2C#N)OCO3)cc1C(N)=O	0.5	0	0	6	98	98	-2	-2	2
62	Cc1cc([N+](=O)[O-])cc([N+](=O)[O-])c1NCC(C)C	-0.3	-4	-4	0	94	95	5	-3	1
63	C/C(CCC(C)C)=N\NC(=S)NCc1ccccc1	-2.3	-1	3	0	104	92	8	-2	1
64	Cc1nnc(C)n1N1C(=O)c2cccc3cccc(c23)C1=O	-1.1	3	-3	3	77	83	22	-2	3
65	CN(c1ccccc1)S(=O)(=O)c1cccc(NC(=O)CSc2nnc(N)s2)c1	2.9	-1	-1	0	92	93	2	0	0
66	c1coc(-c2nnc3sc(-c4cccs4)nn23)c1	x	1	-4	0	88	91	30	0	6
67	Cc1cccc(-n2c(=O)[nH]c3c(C(N)=O)nc(CC(C)C)nc32)c1	-3.5	0	-6	0	92	87	1	3	0

# Assay outcomes deposited in PubChem by several laboratories.
